# HCMV antiviral: qHTS Assay for inhibitors of the human cytomegalovirus (HCMV). HFF cells, HCMV-luciferase reporter, 72 h; stronger effect = lower value. 4.5% of 410,000 active. AID 1259415, 2018. activity change, negative = inhibition, % at 57.5 µM; in the data active means activity change below about -60%; inconclusive means no clear call, values can overlap the other calls; inactive means above about -39%
#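 Two compound doses tested in HFFs infected with HCMV-luciferase, MOI 1 PFU/cell, 72 h at 37C. Lysate luminescence read with OneGlo; data normalized against buffer-only and 10uM Salinomycin inhibitor controls.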
# Giardia FBPA inh: qHTS Assay for Inhibitors of Fructose-1,6-bisphosphate Aldolase from Giardia Lamblia | 0.71% of 290,000 active | purified Giardia FBPA | A8B2U2 | Potency, µM (top dose mostly 59.6 µM), without a hit: top-dose activity, negative = inhibition, usual class: inhibitors; further: potency means the concentration at half of the fitted maximal effect; nearly all actives have a fitted effect of over 55% in size
# Target sequence (A8B2U2 whole entry, looked up): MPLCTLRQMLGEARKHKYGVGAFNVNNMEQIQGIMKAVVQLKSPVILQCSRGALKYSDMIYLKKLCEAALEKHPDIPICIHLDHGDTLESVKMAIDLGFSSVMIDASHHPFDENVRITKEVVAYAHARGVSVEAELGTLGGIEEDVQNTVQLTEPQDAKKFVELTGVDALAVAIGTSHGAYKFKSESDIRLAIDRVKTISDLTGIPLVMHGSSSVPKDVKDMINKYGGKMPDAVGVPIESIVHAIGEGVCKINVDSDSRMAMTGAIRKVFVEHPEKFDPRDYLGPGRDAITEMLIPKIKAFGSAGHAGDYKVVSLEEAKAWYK
#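 Giardia FBPA (40 nM reagent) was preincubated 10 min at RT with compound (up to 57.5 uM final), then substrate plus GAPDH/TPI/NAD/arsenate coupling system with diaphorase/resazurin was added; resorufin fluorescence (525/598 nm) was read after 20 min.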
# AMA1-RON2 inh: qHTS for Inhibitors of AMA1-RON; Towards Development of Antimalarial Drug Lead: Primary Screen; Plasmodium falciparum AMA1 (3D7) - RON2 peptide interaction; Potency, µM (titrated, usually from 58.2 µM), inactives show at the top dose activity change, negative = inhibition, usual class: inhibitors; 0.2% of 360,000 active; AlphaScreen AMA1-biotinylated RON2 peptide binding;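 further: potency means the concentration at half of the fitted maximal effect; 0% = vehicle wells and -100% = peptide control; nearly all actives have a fitted effect of over 45% in size; some results filed as inactive show a strong effect at the top dose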
#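 AMA1 (3D7) with his tag at 25 nM final met compounds first, then biotinylated RON2 peptide at 25 nM; detection used donor plus acceptor beads, 10 µg/mL apiece, read by AlphaScreen after 30 min at room temperature.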
# Sm TGR block: qHTS Assay for the Inhibitors of Schistosoma Mansoni Peroxiredoxins; Schistosoma mansoni thioredoxin glutathione reductase (TGR), Q962Y6; purified TGR, DTNB reduction, TNB absorbance 405 nm; Potency, µM (top dose mostly 114 µM), for inactives: top-dose activity change, negative = inhibition, most hits filed as inhibitors; 3% of 360,000 active; AID 485364, 2010; further: potency means the concentration at half of the fitted maximal effect; nearly all actives have a fitted effect of over 60% in size
#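 Kinetic colorimetric format: TGR-catalysed, NADPH-driven DTNB reduction monitored via TNB absorbance. Enzyme dispensed at 20 nM; compound exposure 15 min at room temperature before reaction start.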
# HCV inhibitor: qHTS Assay for Inhibitors of Hepatitis C Virus (HCV) | Huh7.5.1 HCVcc-Cre infection, luciferase reporter, 44 h | Potency, µM (doses to about 41.8 µM), inactives show at the top dose activity change, negative = inhibition, hits mostly inhibitors | 3.4% of 340,000 active | AID 651820, 2012; further: potency means the concentration at half of the fitted maximal effect
#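 Reporter virus HCVcc-Cre (~0.5 moi) infects cells exposed to compound; seeding density 1,000 cells/well with 4 h settling beforehand. Luminescence, 15 sec read, taken 44 h post-infection following a 15 min RT substrate incubation.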
# AmpC detergent: qHTS Inhibitors of AmpC Beta-Lactamase (assay with detergent). AmpC hydrolysis of nitrocefin, absorbance 480 nm, 0.01% Triton. Potency, µM (doses to about 114 µM), for the others: top-dose activity change, negative = inhibition, most hits filed as inhibitors. 0.041% of 370,000 active;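 further: potency means the concentration at half of the fitted maximal effect; 0% = no-compound wells and -100% = no-enzyme wells; nearly all actives have a fitted effect of over 25% in size; some results filed as inactive show a strong effect at the top dose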
# Target sequence (P00811 whole entry, looked up): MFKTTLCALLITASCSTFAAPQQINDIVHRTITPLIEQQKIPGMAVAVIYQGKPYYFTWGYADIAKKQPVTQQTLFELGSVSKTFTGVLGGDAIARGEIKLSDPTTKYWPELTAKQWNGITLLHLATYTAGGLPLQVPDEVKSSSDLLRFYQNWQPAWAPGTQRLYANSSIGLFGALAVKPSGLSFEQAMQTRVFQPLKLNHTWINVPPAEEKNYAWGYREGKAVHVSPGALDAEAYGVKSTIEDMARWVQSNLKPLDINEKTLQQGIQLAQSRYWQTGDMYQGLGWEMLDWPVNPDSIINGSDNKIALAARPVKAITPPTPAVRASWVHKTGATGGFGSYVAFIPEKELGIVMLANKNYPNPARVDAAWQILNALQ
#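 20 mM phosphate pH 7.0 + 0.01% (detergent screen) or 0.0001% Triton X-100; 5.3 nM AmpC reagent; cpd preinc 15 min RT; nitrocefin (800 uM stock) to start; A480 q20 s × 4 min; Activity was normalised to no-enzyme and no-compound control wells.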
# * = called active by the depositor; u = inconclusive; x = not tested or not shown; & = joins results of further samples; [ ] = dose if it differs, or a comment. Unless noted, the call rests on the fitted dose curve; in most records, active means well fitted curve in the direction sought with a large enough effect; inconclusive means small, poorly fitted or top-dose-only effect, or another doubt; inactive means no such curve, though single readings can be large; an effect the other way counts as inactive or inconclusive. Unless noted, on the % scale 0 is the no-effect control and ±100 the full control effect.
SMILES,HCMV antiviral,Giardia FBPA inh,AMA1-RON2 inh,Sm TGR block,HCV inhibitor,AmpC detergent
COc1ccccc1NC(=O)c1ccc(NC(=O)COC(=O)CC(NC(=O)c2ccccc2Cl)c2ccccc2)cc1 (stereo not given),8,0%,-10%,2%,u,u
Cc1cc(=O)[nH]c(N/N=C/c2ccc(Cl)c([N+](=O)[O-])c2)n1,u,0%,10%,-23%,19%,-2%
COCCCNC(=O)C1CCCN(S(=O)(=O)c2ccc3c(c2)oc(=O)n3C)C1 (stereo not given),-4,x,x,2%,x,3%
O=C(NCCN1CCOCC1)C1CCN(c2nc3ccccc3o2)CC1,-2,-18%,-4%,0%,4%,-4%
N#Cc1c(SCC(=O)Nc2nccs2)sc2c(O)cc(=O)[nH]c12,-35,u,19%,50µM*,14%,u
CCCc1nnc(NC(=O)c2cc(=O)c3ccccc3o2)s1,41,x,x,-1%,x,13%
O=C(Cn1ncc2c(=O)oc3ccccc3c21)NCCCN1CCCC1=O,0,-1%,0%,-1%,3%,-9%
CCCCCCn1c(N2CCN(c3ccccc3)CC2)nc2c1c(=O)[nH]c(=O)n2C,7,3%,40%[activator],7%,-5%,0%
CNC(=O)c1[nH]cnc1C(=O)N[C@@H](C)C(=O)OCc1ccccc1,-34,u,59%[activator],14%,26%,-8%
CCN(C(=O)COC(=O)c1sccc1C)c1c(N)n(Cc2ccccc2)c(=O)[nH]c1=O,-8,x,3%,-1%,-7%,-5%
CCOC(=O)c1[nH]c(C)c(C(=O)NC2CCN(C(=O)OCC)CC2)c1C,-7,-6%[12.9 µM],10%,11%,14%,u
C=CCOc1c(Br)cc(CNn2c(C)n[nH]c2=S)cc1OCC,2,29%,84%[activator],5%,10%,6%
Clc1ccc(SCCOCCN2CCOCC2)cc1,4,18µM*,u,-18%,-8%,4%
Cc1ccc(CSc2nnc(CCNC(=O)OC(C)(C)C)o2)cc1,14&-2,-1%,1%,1%&5%,4%,6%&15%
Cn1c(=O)c2c(nc(CN3CCN(Cc4ccccc4)CC3)n2Cc2ccc(F)cc2)n(C)c1=O,-7,7%,-2%,0%,-2%,u
Cc1ccc(C2CC(C(F)(F)F)n3nc(C(=O)NCC4CCCO4)cc3N2)cc1 (stereo not given),-6,7%,x,6%,x,-9%
COc1ccc(Cc2nnc(NC(=O)Nc3ccc(C)cc3)s2)cc1OC,48,4%,u,-2%,6%,-9%
C[N+]1(CC(=O)NNc2c3ccccc3nc3ccccc23)CCOCC1,-96*,-1%,x,10%,x,5%
CCOc1ccc(OCCCC(=O)Nc2cc(S(=O)(=O)N3CCOCC3)ccc2N2CCOCC2)cc1,-90*,x,4%,x,u,x
COc1ccccc1N1C(=O)CC(Nc2ccc(N3CCOCC3)cc2)C1=O (stereo not given),15,u,48%[activator],20µM*,22%,-11%
CCC1(c2ccc(F)cc2)NC(=O)N(CC(=O)N2c3ccccc3NC(=O)CC2C)C1=O (stereo not given),-9,x,12%,8%,19%,3%
COC(=O)C1=C(c2cccc(OCc3ccccc3)c2)C[C@@H]2CC[C@H]1N2C(=O)NCCOc1ccc(OC)cc1,-29,x,-22%,6%,u,9%
CSc1ncc(CN2CCc3c([nH]c4ccccc34)C2C(C)(C)C)cn1 (stereo not given),8,-4%,-10%,u,1%,-5%
COc1ccc(-c2cc(=O)oc3cc(OC(C)C(=O)Nc4ccc(CN5CCOCC5)cc4)ccc23)cc1 (stereo not given),-71*,x,-8%,-4%,u,1%
Cc1cc(C(=O)N2CCN(C/C=C/c3ccccc3)CC2)cs1,-2,0%,-24%,u,u,-8%

# By substructure: the compounds so far containing a tert-butyl group.
SMILES,HCMV antiviral,Giardia FBPA inh,AMA1-RON2 inh,Sm TGR block,HCV inhibitor,AmpC detergent
Cc1ccc(CSc2nnc(CCNC(=O)OC(C)(C)C)o2)cc1,14&-2,-1%,1%,1%&5%,4%,6%&15%
CSc1ncc(CN2CCc3c([nH]c4ccccc34)C2C(C)(C)C)cn1 (stereo not given),8,-4%,-10%,u,1%,-5%

# Continuation.
SMILES,HCMV antiviral,Giardia FBPA inh,AMA1-RON2 inh,Sm TGR block,HCV inhibitor,AmpC detergent
CC(C)CN(C(=O)COC(=O)/C=C/c1cccs1)c1c(N)n(Cc2ccccc2)c(=O)[nH]c1=O,-14,x,2%,-1%,16%,-8%
CCCSc1ncc(Cl)c(C(=O)Nc2sc3c(c2C(N)=O)CCCC3)n1,7,x,x,2%,x,1%
CCOc1cc(/C=N/NC(=O)CSc2nncn2C)ccc1OCC(N)=O,58,1%,1%,13%,11%,-2%
COCCNC(=O)NC(=O)COC(=O)C1(c2ccc(Cl)cc2)CC1,-39,7%,8%,23%,19%,-5%
COC(=O)c1cc(OC)c(OC)cc1NC(=S)N1CCN(C)CC1,80,x,-5%,3%,1%,2%
CCC(NC(=O)Nn1cnnc1)(C(F)(F)F)C(F)(F)F,2,2%,11%,4%,27%,-12%
COc1ccc(/C=N/Nc2nc(=O)[nH]nc2C)cc1[N+](=O)[O-],17,-15%,51%[activator],-6%,3%,-3%
CCN(CC)CCNC(=O)C1c2cc(OC)c(OC)cc2C(=O)N2CCc3ccccc3C12 (stereo not given),-28,-5%,-8%,-3%,7%,-2%
Cc1ccc2c(c1)C1CN(C)CCC1N2C(=O)c1ccc(Br)o1 (stereo not given),53,-6%,-8%,u,4%,-7%
CCOc1cccc(C(=O)NC(=S)Nc2ccc(N3CCN(CC)CC3)cc2)c1,-30,-15%,u,x,u,6%
CN1C(=O)N(C)C(=O)C2(Cc3cc(NC(=O)c4ccc(F)cc4)ccc3N3CCCC32)C1=O (stereo not given),9,x,-6%,40µM*,u,-2%
COCCSc1ccccc1C(=O)N1CCN(Cc2ccccc2)CC1,-28,0%,-2%,-9%,-30%,3%
CCOc1cc(NC(=O)c2ccccc2C)c(OCC)cc1NC(=O)C1=Cc2ccccc2OC1,u,-2%,7%,2%,u,3%
CC1(C)CC(NC(=O)C23CCC(C)(C(=O)C2)C3(C)C)CC(C)(C)N1 (stereo not given),-27,-16%,9%,8%,9%,-7%
CN(C(=O)Cc1ccc2c(c1)OCO2)C1CCCN(Cc2ccccc2F)C1 (stereo not given),2,x,-2%,x,-2%,x
COc1ccc(NC(=O)CC2SC(=NCC3CCCO3)NC2=O)c([N+](=O)[O-])c1 (stereo not given),u,1%,-5%,4%,-6%,-7%
COc1ccc(CCN(Cc2ccccn2)C(=S)Nc2ccc(C)cc2)cc1OC,74,-4%,14%,17%,6%,-2%
C/C(=N/NC(=O)c1cnccn1)c1cccs1,46,-2%,3%,-6%,16%,u
O=C(Cc1ccccc1[N+](=O)[O-])Nc1ccccc1C(=O)N1CCCC1,-37,2%,5%,5%,17%,1%
Cc1ccc(-n2nc(C(=O)N3CCN(c4ccccc4)CC3)c(=O)n(C)c2=O)cc1,16,x,x,1%,x,8%
O=C(Nc1cccc(C(=O)O)c1)/C(=C\c1ccccc1)NC(=O)c1cccc2ccccc12,u,19%,-6%,47%[activator],6%,2%
N#Cc1c2c(c(-c3ccccc3Cl)[nH]c1=S)CCCC2,36,13%,61%[activator],11%,u,-6%
Cc1ccc2onc(CC(=O)N3CCN(c4ccc(F)cc4)CC3)c2c1,-13,x,x,-32%,x,-1%
COc1ccc(C(=O)N2CCN(C(=O)Cc3ccccc3)CC2)cc1,-18,6%,-1%,-15%,8%,0%
O=[N+]([O-])c1cccc(CCl)c1,x,x,7%,-32%,-1%,1%

# Later entries:
SMILES,HCMV antiviral,Giardia FBPA inh,AMA1-RON2 inh,Sm TGR block,HCV inhibitor,AmpC detergent
O=C(CC1CCCC1)N1CCN(S(=O)(=O)c2cccc(F)c2)CC1,-11,x,27%,x,9%,x
CCOC(=O)c1ccc(-n2c(C)nc3ccc(Br)cc3c2=O)cc1,-2,1%,-6%,0%,-20%,0%
COc1ccc(/C=C2\CCC(C3CCCC3)C2=O)cc1Cn1nc(C)cc1C (stereo not given),3,6%,-1%,1%,10%,1%
Cc1cc(C)c(C(=O)NC2CCCc3c2cnn3-c2cccc(C)c2C)o1 (stereo not given),-74*,x,0%,10%,u,1%
Cc1ccc(CSc2ncc(Cl)c(C(=O)NCc3ccccc3)n2)cc1,92,x,x,3%,x,24%
Cc1ccc(NC(=O)CSCC(=O)NCc2ccco2)cc1,-5,x,-4%,-1%,10%,-14%
CCOCCn1c(=NC(=O)c2cc(Cl)sc2Cl)sc2cc(S(N)(=O)=O)ccc21,x,4%,x,-5%,-12%,-2%
CCOC(=O)c1[nH]c(C)c(CCC(=O)NCc2ccccc2Cl)c1C,-7,x,x,0%,x,17%
O=C(Nc1ccc2c(c1)OCCO2)c1ccc2nccnc2c1,75,-9%,-3%,u,-20%,0%
Cc1cccc(CNC(=O)c2ccc3c(c2)c(C)c(C)n3Cc2ccccc2)c1,u,x,x,12%,x,7%
COCCCN(C(=O)Cc1csc(-c2cccc(Cl)c2)n1)c1c(N)n(Cc2ccccc2)c(=O)[nH]c1=O,-40,x,1%,4%,u,4%
CC1CCN(CC(=O)Nc2cccc([N+](=O)[O-])c2)CC1,1,7%,-4%,-16%,u,-8%
COc1ccc(Cl)cc1NCc1nnc2n1CCCCC2,4,x,x,15%,x,13%
CCOC(=O)/C=C1\SCC(=O)N1CC(=O)Nc1cccc(F)c1,-39,0%,1%,-1%,u,-10%
Cc1coc2cc3oc(=O)c(CC(=O)NCc4cccc(Cl)c4)c(C)c3cc12,-37,x,x,-1%,x,-1%

# In the list so far, eight contain an aryl thioether with sulfur outside any ring:
SMILES,HCMV antiviral,Giardia FBPA inh,AMA1-RON2 inh,Sm TGR block,HCV inhibitor,AmpC detergent
N#Cc1c(SCC(=O)Nc2nccs2)sc2c(O)cc(=O)[nH]c12,-35,u,19%,50µM*,14%,u
Clc1ccc(SCCOCCN2CCOCC2)cc1,4,18µM*,u,-18%,-8%,4%
Cc1ccc(CSc2nnc(CCNC(=O)OC(C)(C)C)o2)cc1,14&-2,-1%,1%,1%&5%,4%,6%&15%
CSc1ncc(CN2CCc3c([nH]c4ccccc34)C2C(C)(C)C)cn1 (stereo not given),8,-4%,-10%,u,1%,-5%
CCCSc1ncc(Cl)c(C(=O)Nc2sc3c(c2C(N)=O)CCCC3)n1,7,x,x,2%,x,1%
CCOc1cc(/C=N/NC(=O)CSc2nncn2C)ccc1OCC(N)=O,58,1%,1%,13%,11%,-2%
COCCSc1ccccc1C(=O)N1CCN(Cc2ccccc2)CC1,-28,0%,-2%,-9%,-30%,3%
Cc1ccc(CSc2ncc(Cl)c(C(=O)NCc3ccccc3)n2)cc1,92,x,x,3%,x,24%

# Source: PubChem (National Center for Advancing Translational Sciences (NCATS))
